# influenza NS1A = H1N1 influenza NS1A inhibitors, functional cell based assay (AID 504329) | actives 0.3% (n = 340,000) | inhibition, % at 12.5 µM; hits with a dose series show IC50 in µM | NS1A functional cell-based assay, percent inhibition; higher % means a stronger effect; in the data active = a potency from the dose series; inconclusive = inhibition above about 27% without an active follow-up result; also: strong numbers were not always called active
# VEEV TC-83 Vero = inhibitors of VEEV TC-83 cytopathic effect, confirmation, Vero cells (AID 588727); Vero cells, VEEV TC-83 cytopathic effect inhibition; higher % means a stronger effect; one-dose inhibition, % at 20 µM; IC50 in µM for titrated hits; actives 0.13% (n = 350,000); in the data active = a potency from the dose series; inconclusive = inhibition mostly from about 14% at the one dose, without a potency; inactive = the rest, 99 in 100 with inhibition below about 12%; also: strong numbers were not always called active
# tuberculosis growth = growth inhibition of non-replicating M. tuberculosis (AID 488890); Mycobacterium tuberculosis non-replicating, growth inhibition; higher % means a stronger effect; one-dose inhibition, % at 25 µM; IC50 in µM for titrated hits; actives 0.39% (n = 320,000); in the data active = a potency from the dose series; inconclusive = inhibition mostly from about 82% at the one dose, without a potency; inactive = the rest, 99 in 100 with inhibition below about 76%;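 also: plate controls were DMSO cells for no effect and high antibiotic wells for full effect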
# PhoP GFP inhibition = PhoP regulon inhibitors, Salmonella typhi PhoP promoter GFP reporter, confirmatory (AID 1850). inhibition, % at 50 µM, or IC50 in µM where a hit was titrated. actives 0.33% (n = 310,000). Salmonella Typhi PhoP-promoter GFP reporter, fluorescence, 4 h; higher % means a stronger effect; in the data active = a potency from the dose series; inconclusive = inhibition mostly from about 25% at the one dose, without a potency; inactive = the rest, 99 in 100 with inhibition below about 19%;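 also: 0% = induced wells with vehicle and 100% = uninduced wells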
# H37Rv inhibition = M. tuberculosis growth inhibition, HTS (AID 449762) | actives 0.59% (n = 330,000) | M. tuberculosis H37Rv growth inhibition, 7H9 media; higher % means a stronger effect | inhibition, % at 25 µM; hits with a dose series show IC50 in µM; in the data active = a potency from the dose series; inconclusive = inhibition above about 70% without an active follow-up result;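 also: bacterial growth assessed after seven days of incubation; strong numbers were not always called active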
# VEEV TC-83 Vero 10K pilot screen = also measured in VEEV TC-83 Vero; calls as there; inhibition, %; measured here: 10K pilot screen inhibition
# The depositor's hits bear a star; i = inactive; ? = inconclusive; . = not tested or not shown.
SMILES,influenza NS1A,VEEV TC-83 Vero,tuberculosis growth,PhoP GFP inhibition,H37Rv inhibition,others
COCCOC(=O)c1c(C)oc2ccc(OC(=O)c3ccc4c(c3)OCO4)cc12,2.6%,6.4%,33.9%,-1.0%,?,
COc1ccc(C(C(=O)NCC2CCCO2)N(C(=O)CNC(=O)c2cccs2)c2ccccc2)cc1OC (stereo not given),-5.0%,0.6%,-6.7%,0.3%,-5.4%,VEEV TC-83 Vero 10K pilot screen=0.1
O=c1c(-c2ccc(Br)cc2)coc2c(CN3CCOCC3)c(O)ccc12,-5.7%,2.9%,21.4%,-6.3%,1.1%,
CCN1CCCC1CNC(=O)c1ccc(CS(=O)(=O)c2ccccc2C)o1 (stereo not given),18.9%,0.9%,0.0%,8.8%,1.5%,
Cc1nn(C)c(C(=O)NN)c1Cl,.,0.7%,-19.2%,-12.3%,-5.0%,
CCOc1ccc(Cc2nnc(SCC(=O)Nc3c(C)cccc3C)[nH]c2=O)cc1,5.9%,i,-10.9%,6.3%,-3.2%,
COc1ccccc1CN1CN(S(=O)(=O)c2ccccc2)c2nc3ccccc3nc21,0.6%,4.5%,12.8%,5.0%,-9.5%,
c1cncc(-c2nnc(SCc3cccc4ccccc34)o2)c1,1.8%,6.5%,.,8.5%,-0.5%,
FC(F)C(F)(F)C(F)(F)C(F)(F)c1cc(-c2ccccc2)n[nH]1,4.2%,i,73.8%,-2.6%,13.1%,
CN=C1S/C(=C\c2ccc(Cl)cc2)C(=O)N1C,-4.1%,1.8%,5.9%,-1.0%,5.2%,
COc1cc(C(=O)NNC(=O)c2cc(-c3ccccc3)n[nH]2)cc(OC)c1C,2.1%,5.0%,2.6%,.,14.5%,
Cc1cccc(N2CC(O)(c3cccs3)[N+]3=C2CCCC3)c1 (stereo not given),0.4%,0.6%,2.7%,7.1%,12.2%,
CC1(c2ccccc2)NC(=O)N(CC(=O)Nc2cc(Cl)ccc2N2CCOCC2)C1=O (stereo not given),-3.2%,10.5%,14.6%,-1.3%,33.4%,
C=CCNc1ccc(C(=O)O)cc1,-0.4%,0.1%,-4.0%,-2.9%,6.6%,
c1ccc(NCc2cccnc2)cc1,-9.2%,1.5%,-4.9%,-24.9%,-1.8%,
Cc1cc(C(=O)O)oc(=O)c1,4.1%,0.6%,-4.3%,3.5%,-1.5%,
CCN(CC)C(=O)C1CCN(c2ncnc3c2cnn3-c2ccc(C)cc2C)CC1,-16.7%,9.4%,2.7%,14.1%,0.2%,
Cc1ccc(OCC(=O)Nc2ccccc2C(=O)N2CCCC2)cc1,-4.1%,4.7%,.,-5.1%,-7.8%,
CC(C)Oc1ccc(CCC(=O)NNC(=O)CCC(=O)O)cc1,-30.2%,1.1%,-16.1%,-2.5%,-7.3%,
COc1ccc(S(=O)(=O)N2CCCCC2)cc1NC(=O)C1CC(=O)N(Cc2ccco2)C1 (stereo not given),5.1%,i,12.6%,.,5.1%,
Cc1cc(C)c2c(N)c(C(=O)NNC(=O)c3ccccc3)sc2n1,-4.6%,0.7%,-5.3%,11.0%,-1.6%,
COc1ccc(S(=O)(=O)N/N=C(/C)c2cccc(NC(=O)c3ccccc3Cl)c2)cc1,5.7%,12.3%,16.6%,5.8%,-11.7%,
O=C(/C=C/c1c(F)cccc1Cl)NCc1ccco1,-0.7%,i,?,-10.9%,9.0%,
O=C(Nc1ccc([N+](=O)[O-])cc1)c1cncc(Br)c1,1.0%,5.1%,.,-2.2%,7.6%,
O=C(Nc1cccnc1Cl)c1cc(-c2cccc(O)c2)on1,8.0%,2.6%,-5.4%,-2.8%,13.7%,

# A draw from above in order of count of non-hydrogen atoms, largest number first.
SMILES,influenza NS1A,VEEV TC-83 Vero,tuberculosis growth,PhoP GFP inhibition,H37Rv inhibition,others
COc1ccc(S(=O)(=O)N/N=C(/C)c2cccc(NC(=O)c3ccccc3Cl)c2)cc1,5.7%,12.3%,16.6%,5.8%,-11.7%,
Cc1ccc(OCC(=O)Nc2ccccc2C(=O)N2CCCC2)cc1,-4.1%,4.7%,.,-5.1%,-7.8%,
Cc1nn(C)c(C(=O)NN)c1Cl,.,0.7%,-19.2%,-12.3%,-5.0%,

# Following part.
SMILES,influenza NS1A,VEEV TC-83 Vero,tuberculosis growth,PhoP GFP inhibition,H37Rv inhibition,others
COc1ccc2oc(C(=O)NCCN3CCOCC3)c(C)c2c1OC,-6.5%,1.3%,-9.7%,-9.7%,-18.2%,
O=C1CCCC(O)=C1C=Nc1ccc2c(c1)oc1ccccc12,-11.2%,1.5%,8.18µM*,-9.0%,4.0%,VEEV TC-83 Vero 10K pilot screen=1.6
O=C(O)c1ccc(/C=C2\SC(=S)N(Nc3ccccc3)C2=O)cc1,0.1%,0.5%,9.9%,-2.4%,69.6%,
COc1ccc(O)c(CN2CC3CCC(CC3)C2)c1,3.3%,i,.,.,.,
CS(=O)(=O)c1cccc(NC(=O)C2CCCN2S(=O)(=O)c2ccc(F)cc2)c1 (stereo not given),-7.7%,4.2%,-3.1%,9.9%,0.4%,
CC(=O)c1c(N2CCN(Cc3ccc4c(c3)OCO4)CC2)nc(=S)n(-c2ccccc2)c1C,1.6%,0.1%,37.3%,-2.5%,1.7%,
c1ccc(C2CCC(N3CCNCC3)CC2)cc1 (stereo not given),-6.2%,1.0%,-16.5%,-1.6%,-10.6%,
CCCN(CC(=O)Nc1ccc(F)c(F)c1F)C(=O)c1cc([N+](=O)[O-])ccc1N1CCOCC1,-13.6%,7.3%,3.8%,8.3%,4.1%,
O=C(CCN1C(=O)c2ccccc2S1(=O)=O)Nc1nc2c(s1)CCCC2,-6.5%,2.0%,5.4%,2.6%,-5.3%,
COCCCNC(=O)CN(c1cc(Cl)cc(Cl)c1)S(C)(=O)=O,4.8%,0.6%,-5.4%,-16.9%,-5.3%,
COc1ccc(NC(=O)CC2C(=O)N(c3cccc(OC)c3)C(=O)N2C2CCCCC2)cc1 (stereo not given),2.9%,i,3.5%,4.2%,-0.4%,
C#CCOCCOCCOCCNc1nc(N2CCN(C(=O)[C@H](CCCCN)n3cc(CN)nn3)CC2)nc(N2CCN(C(=O)[C@H](CCCN=C(N)N)n3cc(C(N)[C@H](C)CC)nn3)CC2)n1 (stereo not given in full),3.7%,0.2%,79.7%,.,11.6%,
COc1cnc(-c2ccccc2)nc1Oc1ccc(Cl)cc1C,-4.3%,i,22.1%,-5.7%,3.2%,
COc1ccc(NC(C)=O)cc1S(=O)(=O)Nc1cccc(S(=O)(=O)NC2=NCCC2)c1,-10.4%,2.6%,-8.8%,.,-15.1%,
O=C(OCCN1C(=O)c2ccccc2C1=O)C1CCN(S(=O)(=O)c2cccs2)CC1,1.2%,1.3%,1.1%,-2.5%,3.8%,
O=C(O)/C=C/c1ccc(S(=O)(=O)Nc2ccc(C(=O)NCC(=O)O)cc2)cc1,0.5%,0.4%,-12.3%,-3.6%,-3.3%,
COc1cc(C2Nc3ccccc3C(=O)N2c2ccc(Cl)cc2)c(Cl)cc1OCC(=O)O (stereo not given),-4.2%,1.5%,18.1%,-5.2%,4.2%,
Cc1cccc(Nc2ccccc2C(=O)OCC(=O)N(C)C2CCS(=O)(=O)C2)c1C (stereo not given),1.2%,3.6%,8.2%,-6.6%,1.1%,
CC(=O)Nc1ccc(Sc2ncccc2C(=O)Nc2cc(Cl)cc(Cl)c2)cn1,-1.9%,0.3%,-3.9%,0.6%,3.1%,
CN(C)S(=O)(=O)c1ccc(NC(=O)CSc2nc3ccccc3n2-c2ccccc2)cc1,-2.7%,0.7%,18.2%,-5.0%,0.8%,
CC1CCCC(NC(=O)CCC(=O)N2CCOc3ccccc32)C1C (stereo not given),10.8%,i,1.9%,-10.6%,3.4%,
CCc1ccc2nc3sc(C(=O)Nc4nnc(CC)s4)c(N)c3cc2c1,-6.0%,1.4%,-5.4%,3.2%,10.2%,
NS(=O)(=O)c1ccc(NC(=O)c2cc(Cl)sc2Cl)cc1,-1.1%,0.9%,9.6%,2.6%,-4.6%,
CC(=O)Nc1ccc2nc(N)sc2c1,4.2%,0.7%,3.4%,7.6%,12.5%,
CC/C(=N\NC(=O)CSCc1ccccc1Br)c1ccc2c(c1)OCCO2,4.9%,0.7%,-8.0%,-8.1%,8.4%,

# Structures from the list above that contain bromine, in the order listed:
SMILES,influenza NS1A,VEEV TC-83 Vero,tuberculosis growth,PhoP GFP inhibition,H37Rv inhibition,others
O=c1c(-c2ccc(Br)cc2)coc2c(CN3CCOCC3)c(O)ccc12,-5.7%,2.9%,21.4%,-6.3%,1.1%,
O=C(Nc1ccc([N+](=O)[O-])cc1)c1cncc(Br)c1,1.0%,5.1%,.,-2.2%,7.6%,
CC/C(=N\NC(=O)CSCc1ccccc1Br)c1ccc2c(c1)OCCO2,4.9%,0.7%,-8.0%,-8.1%,8.4%,

# (more compounds)
SMILES,influenza NS1A,VEEV TC-83 Vero,tuberculosis growth,PhoP GFP inhibition,H37Rv inhibition,others
CCOC(=O)N1CCN(C(=O)CSC2=NS(=O)(=O)c3cc(Cl)ccc3N2)CC1,-5.0%,3.0%,-6.1%,5.8%,-3.6%,
CCOc1cc(C2C(C#N)=C(N)Oc3n[nH]c(C)c32)ccc1OCCN1CCOCC1 (stereo not given),3.8%,0.5%,-1.0%,-5.8%,2.4%,
O=C(NCCc1ccccc1)C(=O)N/N=C/c1ccc2c(c1)OCO2,-5.9%,0.8%,3.1%,5.1%,4.2%,
COc1cc(C2Nc3cccc4cccc(c34)N2)ccc1OC(C)=O,-0.7%,5.1%,64.6%,19.4%,13.3%,
CCCn1c(SCC(=O)N2N=C3/C(=C/c4ccc(OC)cc4)CCCC3C2c2ccc(OC)cc2)n[nH]c1=O (stereo not given),-0.1%,7.4%,36.7%,-2.3%,?,
CCOC(=O)CN(C(=O)CSc1nnc2c(n1)[nH]c1ccc(F)cc12)c1ccccc1,-1.9%,6.5%,33.4%,-12.7%,.,
Cc1nnsc1C(=O)Nc1ccc(S(=O)(=O)N2CCCCC2)cc1,3.2%,i,-4.6%,-11.3%,-3.1%,
CC(C)C(=O)Nc1ccc(NC(=S)NC(=O)c2ccc([N+](=O)[O-])cc2)cc1,5.1%,0.9%,41.6%,-1.9%,39.1%,
C=CCn1c(SCC(=O)c2ccc(NS(=O)(=O)c3ccccc3)cc2)nnc1-c1cccs1,-4.8%,6.0%,12.1%,-8.3%,-2.9%,
COCCN(C(=O)CSc1nnc(-c2cccc(OC)c2)n1C)c1c(N)n(Cc2ccccc2)c(=O)[nH]c1=O,7.7%,i,0.9%,-3.3%,-4.1%,
CC(C)c1ccc(O)c(CN2CCN(c3ccccc3)CC2)c1,3.1%,1.6%,78.0%,1.2%,7.5%,
CC(=O)N1N=C(C)CC1c1ccc(OCc2ccccc2)cc1 (stereo not given),0.8%,0.3%,19.5%,-5.1%,4.1%,
O=c1sc2ccccc2n1COc1ccccc1,-9.2%,i,.,.,.,
CCCNC(=O)COc1coc(CN2CCN(c3ccc(F)cc3)CC2)cc1=O,2.1%,i,-2.1%,-2.2%,-8.8%,
Cc1cc(Br)ccc1NC(=O)c1ccccc1-c1ccccc1,0.0%,0.5%,-1.3%,-3.4%,32.9%,
COc1cc2nc(C)sc2cc1SC,0.5%,2.9%,-4.7%,4.2%,1.7%,
O=C(COc1ccc2ccccc2c1Br)Nc1ncn[nH]1,11.7%,8.3%,-0.4%,-3.5%,-5.4%,
O=C(Nc1ccc(Cl)cn1)c1ccc(COCC(F)(F)C(F)F)o1,5.1%,1.7%,76.1%,-1.7%,-2.2%,
CCN(Cc1ccccc1)C(=O)Cn1c(=O)n(CC(=O)NCc2ccco2)c(=O)c2sccc21,1.0%,i,6.0%,-10.7%,9.0%,
Cc1ccc(-c2nnc(-c3ccc(NC(=O)Cc4cccs4)cc3)o2)cc1,1.6%,3.8%,5.6%,7.5%,?,
O=C(Nc1cccc2oc(=O)ccc12)c1ccc([N+](=O)[O-])cc1[N+](=O)[O-],-1.8%,i,?,6.7%,57.9%,
Cc1cc2oc(C(=O)NC3CCS(=O)(=O)C3)cc(=O)c2cc1C (stereo not given),-2.9%,3.4%,-7.3%,7.8%,3.2%,
COc1ccc(C(=O)OCC(=O)C(C)(C)C)cc1S(=O)(=O)N(C)CCc1cccnc1,-1.0%,0.5%,4.3%,0.1%,3.5%,
Cc1ccc(OCc2ccc(C(=O)Nc3c(C)nn(Cc4c(F)c(F)c(F)c(F)c4F)c3C)o2)c([N+](=O)[O-])c1,5.1%,i,24.3%,-7.0%,2.1%,
O=C(CCN1CCN(c2ccccn2)CC1)Nc1ccc(F)cc1,5.2%,1.2%,-5.0%,6.2%,-3.0%,
